Source: PubChem (several laboratories)
CRFR2-BP ag: agonists of CRF-BP/CRF-R2 complex, primary screen, cell-based, HEK293, calcium dye fluorescence, uHTS; CRF-binding protein / CRF receptor 2 complex (human); calcium dye fluorescence (FLIPR); percent of saturating CRF peptide response; activation, % at 13.2 µM; hit rate 0.46% among 350,000; AID 588473, 2011;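 active means activation of at least 50%, plus an integration ratio under a set limit after plate pattern correction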;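 further: plate controls were neutral control wells without compound for no effect and CRF at EC100 for full effect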
HCV NS3 hel inh: inhibitors of HCV NS3 helicase, primary screen, biochemical, Cy5 molecular beacon fluorescence | hit rate 0.56% among 290,000 | Hepatitis C virus NS3 helicase | NS3 helicase DNA unwinding | inhibition, % at 10.9 µM;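 active means inhibition above the mean of all tested compounds plus 3 SD, set per campaign, cut at about 35% in these data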;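 further: 0% = DMSO wells and 100% = thioflavine S control wells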
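Test system: hepatitis C virus NS3 helicase domain fragment enzyme. Also added: annealed dual-labelled DNA beacon duplex, ATP-started. Timing: 60 min unwinding reaction at 25 °C after ATP addition. Technique: Cy5 fluorescence. Measure: % inhibition of unwinding.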
MEKK3 PB1 HTS: modulators of MEKK3-MEK5 PB1 binding, primary screen, biochemical, wildtype MEKK3, multiplex bead flow cytometry, Alexa488-MEK5 | Mitogen-activated protein kinase kinase kinase 3 (Homo sapiens), Q99759 | AID 1529, 2009 | binding response (% of control), % at 10 µM | bead-based flow cytometry, Alexa488-MEK5 binding to MEKK3; actives lie on both sides; 0 = blocked by unlabeled MEK5, 100 = vehicle | hit rate 1.4% among 290,000;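 active means binding response more than 3 SD above or below the average of its plate-row segment, actives on both sides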;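 further: Alexa488 bead fluorescence after subtracting the streptavidin-only scavenger bead signal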
Target sequence (Q99759 whole entry, looked up): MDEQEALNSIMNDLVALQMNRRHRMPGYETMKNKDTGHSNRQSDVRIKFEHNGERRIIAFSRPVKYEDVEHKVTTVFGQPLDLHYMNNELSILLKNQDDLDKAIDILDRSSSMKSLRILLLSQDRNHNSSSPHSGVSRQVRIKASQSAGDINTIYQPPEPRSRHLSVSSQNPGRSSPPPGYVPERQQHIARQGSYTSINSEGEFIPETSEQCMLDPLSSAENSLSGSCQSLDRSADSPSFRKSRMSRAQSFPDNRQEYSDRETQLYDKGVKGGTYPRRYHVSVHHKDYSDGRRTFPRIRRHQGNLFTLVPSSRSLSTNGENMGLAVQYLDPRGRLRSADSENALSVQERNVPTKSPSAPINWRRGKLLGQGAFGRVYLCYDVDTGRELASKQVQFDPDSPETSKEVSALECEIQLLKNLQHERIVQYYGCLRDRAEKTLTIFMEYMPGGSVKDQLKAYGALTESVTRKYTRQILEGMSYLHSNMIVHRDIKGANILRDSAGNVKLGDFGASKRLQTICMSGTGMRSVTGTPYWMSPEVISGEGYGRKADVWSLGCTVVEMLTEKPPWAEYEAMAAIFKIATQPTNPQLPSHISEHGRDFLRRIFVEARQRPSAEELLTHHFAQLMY
MEKK2 WT-MEK5: modulators of MEK5 binding to wildtype MEKK2, primary screen, biochemical, multiplex bead flow cytometry, Alexa488-MEK5; AID 1531, 2009; Mitogen-activated protein kinase kinase kinase 2 (Homo sapiens), Q9Y2U5; binding response (% of control), % at 10 µM; Alexa488-MEK5 binding to MEKK2 WT; actives lie on both sides; hit rate 1.1% among 290,000; in the data active means binding response below about 67% or above about 130%
CRFR2-BP antag: antagonists of CRF-BP/CRF-R2 complex, primary screen, cell-based, HEK293, calcium dye fluorescence, uHTS | CRF-induced calcium fluorescence | inhibition, % at 11.8 µM | hit rate 0.59% among 350,000;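 active means inhibition of the ligand-induced calcium signal above about 50% at the single tested concentration, limit read from the data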
GalR3 antag: GalR3 antagonists in HEK293 cells, primary screen, cell-based, fluorescence readout | hit rate 0.44% among 360,000 | HEK293 GalR3-CNG cAMP membrane potential fluorescence; galR3 body fused to GalR1 C-terminus | AID 651719, 2012 | inhibition, % at 3 µM;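 active means inhibition above the screen-wide average plus 3 SD, cut at about 13% in these data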;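 further: forskolin and galanin both at EC90 stimulate the cells; cAMP rise reported by CNG channel membrane potential dye signal; 0% = forskolin plus galanin with DMSO and 100% = forskolin alone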
SUMO HTRF inh: inhibitors of in vitro SUMOylation cascade, primary screen, biochemical, HTRF, uHTS | SUMO-conjugating enzyme UBC9 (Homo sapiens), P63279 | AID 2006, 2009 | HTRF SUMOylation assay, SAE1/SAE2 + UBC9 | hit rate 0.36% among 290,000 | inhibition, % at 35 µM; in the data active means inhibition above about 50%, passing the limit was not always enough; further: strong numbers were not always called active
Target sequence (P63279 whole entry, looked up): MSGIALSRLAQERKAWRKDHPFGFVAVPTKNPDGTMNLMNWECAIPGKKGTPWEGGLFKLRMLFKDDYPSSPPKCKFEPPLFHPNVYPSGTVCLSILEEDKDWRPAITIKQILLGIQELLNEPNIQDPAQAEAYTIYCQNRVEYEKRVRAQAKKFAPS
MEKK2mut PB1 HTS: MEK5 binding signal on mutant MEKK2 PB1, primary screen, biochemical, multiplex bead flow cytometry, Alexa488-MEK5. hit rate 0.35% among 290,000. AID 1530, 2009. Alexa488-MEK5 binding to MEKK2 mutant. percent response, % at 10 µM; in the data active means percent response above about 24%, passing the limit was not always enough; further: inactives centre near 1; some results filed as inactive read as strong as hits; reference of the scale not given here
DNA FID counter: compounds displacing fluorescent DNA intercalator, primary screen, artefact control for HCV NS3 helicase inhibitor project, biochemical, FID fluorescence | DNA fluorescent intercalator displacement | inhibition, % at 7.9 µM | hit rate 0.17% among 290,000; in the data active means inhibition above about 37%;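 further: 0% = vehicle and 100% = reference compound; higher means more ethidium bromide displaced from hairpin DNA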
Starred values were filed as active, the others as inactive; / = not tested or not shown.

mol	CRFR2-BP ag	HCV NS3 hel inh	MEKK3 PB1 HTS	MEKK2 WT-MEK5	CRFR2-BP antag	GalR3 antag	SUMO HTRF inh	MEKK2mut PB1 HTS	DNA FID counter
CCc1ccc(NC(=O)NCc2ccc3c(c2)OCO3)cc1	-2.2	-7	100	101	15	0	-4	-4	-6
C/C(CCc1ccco1)=N/NC(=O)CCC(=O)Nc1cccc(Cl)c1	0.1	7	/	/	7	-5	-16	/	-11
COc1ccc(CCNC(=O)c2cc(C)oc2C)cc1OC	0.2	4	99	102	1	-7	-15	-3	-10
Cc1ccc(S(=O)(=O)Oc2ccc(/C=N/NC(=O)c3c(Cl)cnn3C)cc2)cc1	-0.1	-5	105	104	-3	-7	-23	1	-8
Cc1[nH]nc2oc(=O)c(CCO)c(C)c12	-2.5	6	111	114	4	10	9	10	-3
O=C(c1ccc2nccnc2c1)N1CCCC(Nc2ccc(F)c(F)c2)C1 (centres undefined)	0.4	3	106	112	10	-6	0	13	-13
Cc1nn(CC(=O)Nc2ccncc2)c(C)c1[N+](=O)[O-]	-0.2	5	102	97	-1	0	-1	-1	3
O=C(c1cccc(C(F)(F)F)c1)N1CCC(O)(CS(=O)(=O)Cc2ccccc2Cl)CC1	-2.6	3	103	101	5	-2	-5	2	-27
Cc1cc(NC(=O)CC(F)(F)F)n(-c2ccccc2)n1	0.7	6	118	109	19	-7	2	-1	0
CCOC(=O)C1CCCN(C(=O)c2ccc3c(=O)n(Cc4ccccc4OC)c(=S)[nH]c3c2)C1 (centres undefined)	0.2	-9	96	94	5	0	-3	-1	-59
CCN(CC)S(=O)(=O)c1ccc2c(c1)c(C(=O)O)cn2C	-1.0	0	96	96	6	1	10	-1	0
Cc1ccoc1C(=O)Nc1cccc(Oc2ccccc2)c1	5.8	-8	96	97	28	-2	-25	-5	-5
CCC(=C(c1ccc(OC)cc1)c1ccc(OC)cc1)c1cn(CC(O)CN2CCN(C)CC2)c2ccccc12 (centres undefined)	-0.3	-26	/	/	-13	2	5	/	19
CC(C)CCNC(=O)c1onc(CSc2ccccn2)c1C(=O)NCCC(C)C	2.2	/	112	108	-4	-5	/	4	/
COc1ccc(C2NC(=O)c3sc(=S)n(-c4ccccc4)c3N2)cc1 (centres undefined)	-0.4	7	101	100	4	-3	-16	4	-4
CCOc1ccc(C(=O)NCC(=O)N2CCC3CCCCC3C2)cc1OCC (centres undefined)	-5.3	-8	99	101	5	-8	5	5	-43
Nc1nc(N2CCN(C(c3ccccc3)c3ccccc3)CC2)n[nH]1	-4.6	1	107	108	-9	1	-2	10	-10
Cc1cc(C(=O)NC2CC(C)(C)Cc3c2cnn3-c2cccc(F)c2)n(C)n1 (centres undefined)	0.3	-5	103	105	-20	-5	6	8	-49
COc1ccc(C(=O)COc2ccccc2N2C(=O)C3C4C=CC(C4)C3C2=O)cc1 (centres undefined)	-0.8	-2	104	105	2	-1	-5	-5	-9
COc1cc(C2C(C(=O)c3ccc(C)o3)=C(O)C(=O)N2CCCn2ccnc2)cc(OC)c1OC (centres undefined)	15	1	97	98	-15	/	18	-4	-7
CCOC(=O)C1CCN(C(=O)CCCn2c(=O)c3cccn3c3cccnc32)CC1	-0.2	7	101	105	13	1	22	1	-30
COC(=O)c1ccc(C(=O)OCCCc2nc3ccc(N)cc3[nH]2)cc1	-0.8	-9	94	99	-11	-3	2	0	0
CCCOC(=O)C1=C(C)NC2=C(C(=O)CCC2)C1c1cccc(OC)c1OC (centres undefined)	-0.2	1	103	93	-4	-7	22	-4	-19
O=C(O)c1ccc(Cn2c(SCc3cc(=O)n4cc(Br)ccc4n3)nc3ccsc3c2=O)cc1	/	-2	102	94	/	-6	19	-3	-8
COC(=O)Cn1c2ccccc2c2nc(=O)cc(C)n21	-2.0	13	106	104	-11	-2	3	1	2
Cn1cccc1/C=N/NC(=O)Cc1cccc2ccccc12	-1.6	7	105	105	-33	-6	6	3	-13
c1ccc(CSCc2cn3ccccc3n2)cc1	-0.8	0	108	103	18	0	7	-1	-4
CC(C)(C)OC(=O)NC(CCCCNC=O)C(=O)O (centres undefined)	-0.3	11	95	97	3	-4	12	-3	5
CN(C(=O)c1ccncc1)c1nnc(-c2cnccn2)s1	-2.4	-3	100	105	-19	-5	0	2	-3
COCCNC(=O)C(=O)Nc1cc2c3c(c1)C(C)C(=O)N3CCC2 (centres undefined)	0.0	29	86	95	9	-5	16	-2	-28
COc1ccc(-c2c(C(C)=O)c(C)nc3sc4c(=O)n(-c5ccc(C)cc5)nnc4c23)cc1	-2.0	5	/	/	12	-1	6	/	-2
CC1CN(Cc2ccccc2)C(C)CC1O (centres undefined)	3.3	0	95	96	-9	-3	0	-3	-1
S=c1[nH]nc(COc2cccc(Cl)c2)n1Cc1ccccc1	-0.2	-2	102	103	-63	-6	-18	-1	-22
CN1CCN(c2ccc(C(=O)c3ccccc3)cc2[N+](=O)[O-])CC1	-0.3	-3	106	106	8	0	12	2	11
CCCn1nnnc1NCc1ccc(N(CC)CC)cc1	0.9	-5	101	103	0	-5	0	4	-2
COc1cc(C)c(S(=O)(=O)NCc2cccnc2)cc1C	-0.5	0	106	110	9	-3	-8	6	-7

Profiles, looked up by structure. Screens in order: CRFR2-BP ag | HCV NS3 hel inh | MEKK3 PB1 HTS | MEKK2 WT-MEK5 | CRFR2-BP antag | GalR3 antag | SUMO HTRF inh | MEKK2mut PB1 HTS | DNA FID counter
COc1ccc(-c2c(C(C)=O)c(C)nc3sc4c(=O)n(-c5ccc(C)cc5)nnc4c23)cc1 in the list: -2.0 | 5 | / | / | 12 | -1 | 6 | / | -2
COCCNC(=O)C(=O)Nc1cc2c3c(c1)C(C)C(=O)N3CCC2 (centres undefined) in the list: 0.0 | 29 | 86 | 95 | 9 | -5 | 16 | -2 | -28

Later entries.
mol	CRFR2-BP ag	HCV NS3 hel inh	MEKK3 PB1 HTS	MEKK2 WT-MEK5	CRFR2-BP antag	GalR3 antag	SUMO HTRF inh	MEKK2mut PB1 HTS	DNA FID counter
CCOC(=O)c1ccc(NS(=O)(=O)c2cc(C)ccc2OC)cc1	-0.9	-4	106	98	-1	-5	-10	-1	-20
Cc1ccc(C(=O)Cn2nc(C)c([N+](=O)[O-])c2C)c(C)c1	-7.3	11	104	103	7	-3	12	-2	1
CCN1C(=O)[C@H]2[C@@H](c3ccc(C)cc3)N3C(=O)N(c4ccc(C(F)(F)F)cc4)C(=O)[C@@]3(CC(C)C)[C@H]2C1=O	0.7	-45	94	91	-24	-7	-29	-1	-38
O=[N+]([O-])c1cc([N+](=O)[O-])c2n[nH]c(-c3ccccc3)c2c1	-0.1	1	99	90	10	-4	7	-12	1
c1ccc(C2=NNC(=NCc3ccc4c(c3)OCO4)SC2)cc1	-1.4	-17	101	83	1	-8	6	0	-5
CC(=O)Nc1nc(C=C(Cl)Cl)cs1	-1.5	6	92	91	14	-2	2	-3	1
NC(N)=N/N=C/c1ccc(OCc2ccccc2)c(OCc2ccccc2)c1	0.6	-62	89	302*	-37	6	-6	116*	23
CCCCOc1ccc(C(=S)N2CCC(C(N)=O)CC2)cc1	1.4	-2	101	99	5	-4	20	-3	-10
Cc1cccc(CSCc2ccc(C(=O)NCC3CCCO3)o2)c1 (centres undefined)	-0.9	20	104	108	5	-6	5	2	-23
O=C(COc1ncnc2sccc12)Nc1ccc(F)cc1F	-1.2	-1	108	98	7	2	0	-41	-3
C/C(=N/OC(=O)c1ccc(C)cc1)C(=O)c1ccc(Br)cc1	-0.2	-11	94	91	0	3	16	-5	7
CCOc1ccc(S(=O)(=O)Nc2c(C)n(C)n(-c3ccccc3)c2=O)cc1	-0.9	-4	102	107	11	-9	4	2	-11
Nc1cc(C(=O)c2ccccc2)ccc1N1CCOCC1	-0.9	-4	106	101	11	0	10	2	-10
CC(C)(C)NC(=O)CSC(=Nc1ccccc1F)NC#N	5.1	-8	96	97	-15	-6	10	7	-4
Cc1cc(Cl)ccc1OCCCC(=O)NCCc1nnc2ccccn12	-0.2	11	99	101	-3	-2	-5	4	-32
CCOc1cc(NS(=O)(=O)c2ccc(NC(C)=O)cc2)c(OCC)cc1NC(=O)C(C)C	0.5	5	104	107	-6	-6	-8	5	-13
CC(C)CC(c1nnnn1C(C)(C)C)N1CCN(Cc2ccccc2)CC1 (centres undefined)	-2.3	-13	97	87	-8	-9	5	-10	2
O=C(NC1(C(F)(F)F)C(=O)Nc2c1c(=O)[nH]c(=O)n2-c1ccccc1)c1cccnc1 (centres undefined)	0.4	8	90	89	-7	-4	23	-10	-2
CCOC(=O)CC(NC(=O)CCc1c(C)nc2nc(C)nn2c1C)c1ccc(OC(C)C)cc1 (centres undefined)	1.8	6	96	97	-9	-5	-6	2	-14
CC(C)c1cc(C(=O)O)c2cnn(C(C)C)c2n1	0.5	-8	102	98	10	1	8	18	1
CC(C)c1nnc(NC(=O)C2CCCCC2)s1	-2.5	-5	101	102	-56	/	3	9	-9
S=C(Nc1ccc2c(c1)OCCO2)Nc1ccc2c(c1)OCO2	-0.3	-1	92	96	21	-7	21	-7	22
COc1cc([N+](=O)[O-])cc(/C=N/NC(=O)Cn2cncn2)c1O	2.4	-7	100	92	-18	-7	-3	-3	-3
OCc1cc(CO)c(O)c(CCc2ccccc2)n1	0.5	3	110	108	6	5	10	3	2
COCCCn1c(Cc2csc(Nc3cccc(Cl)c3)n2)nnc1SCC(=O)OC1CCCCC1	1.7	1	95	82	-1	-1	18	-18	-24
Cn1c(=O)c2c(nc(NCC3CCCO3)n2C)n(C)c1=O (centres undefined)	-0.5	3	96	95	23	-9	22	-8	-1
COc1ccc(OC)c(-n2c(SCC(N)=O)nnc2-c2c[nH]c3ccccc23)c1	13	-1	106	110	-21	/	-1	8	-12
CC(C)Cn1c(=O)[nH]c2ccccc21	-1.1	3	101	101	11	-4	-4	6	-3
CN(C)CCN(C(=O)c1ccc2ccccc2c1)c1nc2c(F)cc(F)cc2s1	0.1	-1	106	119	-8	2	9	17	1
CC1Oc2ccccc2N(CC(=O)NCCc2ccccc2)C1=O (centres undefined)	-4.3	-3	84	88	6	-2	16	-6	-12
COc1ccc(C(=O)Nc2c(N)nc(SCC(=O)NCC3CCCO3)[nH]c2=O)cc1 (centres undefined)	2.4	-1	100	104	-10	-2	-3	1	2
Cc1cnc(CN(C)C(=O)CC2C(=O)NCCN2Cc2cccc(F)c2F)[nH]1 (centres undefined)	-1.9	-1	103	107	13	-2	8	7	1
CCOC(=O)C1(Cc2cccc(OC)c2)CCN(Cc2cccc(OCC)c2O)CC1	-0.7	-11	102	99	1	-5	4	0	3

Not all compounds are listed; the hit share may differ from the screen's.
